Compound activity (PubChem)
DSG3 Ab inh: inhibitors of pemphigus antibody binding to DSG3, primary screen, biochemical, bead-based, flow cytometry, scFv-GFP. Desmoglein-3 (Homo sapiens), P32926. DSG3-coupled beads, scFv-anti-DSG3-GFP binding; stronger effect = lower value. binding (percent of control), % at 10 µM. 0.48% of 310,000 active;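 active means binding more than 3 SD below its plate's average and above zero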;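 further: hits lower antibody fragment binding to DSG3; some compounds called inactive have numbers as strong as hits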
Keap1-Nrf2 PPI: Keap1-Nrf2 protein-protein interaction inhibitors, primary screen, biochemical, fluorescence polarization, single point. Kelch-like ECH-associated protein 1 (Homo sapiens), Q14145. Keap1 Kelch-Nrf2 peptide fluorescence polarization, 1536-well. inhibition, % at 9.4 µM. 0.15% of 340,000 active; in the data active means inhibition above about 12%;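 further: human Keap1 Kelch domain with fluorescein labeled Nrf2 9mer peptide probe; 0% = neutral control wells and 100% = peptide positive control; higher means more block of Keap1 binding to Nrf2 peptide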
cardiac RTF act: cardiac RTF calcium sensitivity activators, primary screen, biochemical, IANBD-TnC fluorescence, EC20 calcium; Troponin I, cardiac muscle (Homo sapiens) + Troponin T, cardiac muscle (Homo sapiens) + …; IANBD-labeled TnC RTF fluorescence at EC20 calcium; 0% EC20 calcium, 100% full calcium; activation, % at 7.2 µM; 0.24% of 340,000 active;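 active means activation above the mean over all tested compounds plus 3 SD, cut at about 30% in these data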;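 further: rise in fluorescence read as greater calcium sensitivity of cardiac thin filaments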
Cardiac RTF inh: cardiac RTF calcium sensitivity inhibitors, primary screen, biochemical, IANBD-TnC fluorescence, EC70 calcium. 0.12% of 340,000 active. Troponin I, cardiac muscle (Homo sapiens) + Troponin T, cardiac muscle (Homo sapiens) + …. IANBD-labeled cardiac RTF, Ca2+ fluorescence. inhibition, % at 7.15 µM. AID 493244, 2011;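 active means inhibition above the mean inhibition of all tested compounds plus 3 SD, cut at about 17% in these data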;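 further: assay run at fixed EC70 calcium of 1.6 mM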
Arrestin-AP2 inh: inhibitors of beta-arrestin/AP2 binding, primary screen, biochemical, GPCR trafficking, flow cytometry. beta-arrestin 1 C-terminal peptide binding to AP2 beta2-adaptin appendage (human). 0.31% of 340,000 active. inhibition, % at 10 µM. FITC-arrestin peptide / GST-AP2 beads; AP2 beta2 appendage carries R879A mutation;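 active means inhibition above a set limit, near 3 SD of compounds lacking own fluorescence, cut at about 54% in these data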;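 further: plate controls were DMSO wells for no effect and 5 µM unlabelled arrestin peptide for full effect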
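Assay system: GST-AP2 R879A bound to glutathione beads, E. coli-expressed; Medium: PBS with 0.05% Tween 20 and 0.1% BSA; Also added: fluorescein-tagged arrestin peptide at 50 nM final; Timing: 12 min plus 1 h, RT; Measured by: flow cytometry, FL1 (488/535 nm); Evaluation: percent drop in bead-associated FITC signal.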
OPRM1-OPRD1 ag: agonists of OPRM1-OPRD1 heterodimerization, primary screen, cell-based, luminescence; 0.3% of 340,000 active; AID 504326, 2011; cells; activation, % at 9.3 µM; Mu-type opioid receptor (Homo sapiens) + Delta-type opioid receptor (Homo sapiens), …; in the data active means activation above about 18%;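 further: 0% = vehicle-treated cells and 100% = reference agonist; values of inactives mirror those of a sister screen read the other way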
Target sequence (P35372 whole entry, looked up): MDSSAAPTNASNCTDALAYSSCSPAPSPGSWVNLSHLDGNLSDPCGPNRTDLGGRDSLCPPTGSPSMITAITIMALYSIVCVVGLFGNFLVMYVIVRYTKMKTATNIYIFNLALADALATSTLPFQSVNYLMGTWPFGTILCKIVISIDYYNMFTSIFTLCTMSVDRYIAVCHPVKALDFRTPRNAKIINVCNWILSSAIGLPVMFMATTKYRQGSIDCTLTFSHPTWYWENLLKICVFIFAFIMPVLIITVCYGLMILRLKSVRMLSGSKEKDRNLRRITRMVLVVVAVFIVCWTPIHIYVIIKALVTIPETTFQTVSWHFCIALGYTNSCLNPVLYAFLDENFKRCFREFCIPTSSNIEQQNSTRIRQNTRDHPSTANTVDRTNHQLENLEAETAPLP
Target sequence (P41143 whole entry, looked up): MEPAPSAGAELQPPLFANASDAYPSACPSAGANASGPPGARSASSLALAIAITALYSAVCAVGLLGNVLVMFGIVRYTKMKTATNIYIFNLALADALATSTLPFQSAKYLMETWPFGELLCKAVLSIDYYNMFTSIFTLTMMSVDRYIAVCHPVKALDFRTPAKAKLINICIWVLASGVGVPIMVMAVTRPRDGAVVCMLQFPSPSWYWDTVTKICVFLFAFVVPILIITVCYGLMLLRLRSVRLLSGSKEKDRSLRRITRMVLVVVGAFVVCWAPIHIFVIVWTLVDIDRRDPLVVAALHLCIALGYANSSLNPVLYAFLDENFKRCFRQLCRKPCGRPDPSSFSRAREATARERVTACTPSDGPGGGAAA
LANA DNA inh: inhibitors of KSHV C-LANA binding to DNA, primary screen, biochemical, fluorescence polarization, FAM-LBS DNA, MBP-C-LANA, single point; Kaposi's sarcoma herpesvirus LANA C-terminal domain (residues 932-1162) DNA binding; inhibition, % at 9 µM; 0.078% of 340,000 active; AID 504423, 2011;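 active means highest replicate inhibition at or above 60% at 9 µM, even if other replicates fall short; inactive means all replicates below 60% inhibition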;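 further: 0% = neutral control wells and 100% = 4 µM acridine orange control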
OPRM1-OPRD1 inv: inverse agonists of MOR-DOR heterodimerization, primary screen, cell-based, luminescence; Mu-type opioid receptor (Homo sapiens) + Delta-type opioid receptor (Homo sapiens), …; cell-based MOR-DOR heterodimer luminescence, inverse agonism; inhibition, % at 9.3 µM; 0.21% of 340,000 active; AID 504357, 2011; in the data active means inhibition above about 22%, passing the limit was not always enough;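 further: 0% = cells with DMSO and 100% = wells without cells with DMSO; values of inactives mirror those of a sister screen read the other way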
Wnt bcat act: Wnt/beta-catenin pathway activators, primary screen, cell-based, plate reader, single point; Wnt/beta-catenin reporter cell assay, activator; activation, % at 9.35 µM; 1.2% of 300,000 active; in the data active means activation above about 30%, passing the limit was not always enough;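 further: 0% = neutral control wells and 100% = positive control wells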
V-ATPase pHluor: regulators of yeast V-ATPase proton pumping, primary screen, pHLuorin cytosolic pH fluorescence. response, % at 10 µM. 0.37% of 350,000 active. S. cerevisiae. AID 504577, 2011; in the data active means response mostly above about 7.3%, no sharp cut-off; inactive means mostly below about 5.4%; further: actives read high; inactives centre near 0; some compounds called inactive have numbers as strong as hits; reference of the scale not given here
* marks the source's active call; other numbers are inactive results; nt = not tested or not shown; + = active, no number.

item	Compound	Arrestin-AP2 inh	OPRM1-OPRD1 inv	DSG3 Ab inh	Cardiac RTF inh	cardiac RTF act	Keap1-Nrf2 PPI	OPRM1-OPRD1 ag	V-ATPase pHluor	LANA DNA inh	Wnt bcat act
1	Cc1ccc(NC(=O)CSc2nnc(C3CC3)n2CC2CCCO2)cc1C (centres undefined)	1	14	94	-1	9	-3	-2.2	-2	-0.1	-3
2	COc1ccc(CN2CCCC(C(=O)c3ccc4c(c3)OCO4)C2)c(F)c1 (centres undefined)	-11	5	105	-11	3	-2	-1.0	0	1.1	4
3	COC(=O)c1c(NC(=O)Cc2cccs2)sc(C(=O)NC2CCCCC2)c1C	-3	15	121	-1	-10	-7	-2.6	-1	0.3	-2
4	CC(NC(=O)C(C)(C)C)c1nc2ccccc2n1C (centres undefined)	-6	8	nt	1	3	-2	-1.4	4	-2.1	-2
5	O=C(NC(=S)N1CCCc2ccccc21)c1ccccc1	39	5	92	-14	8	-3	-0.9	0	0.1	nt
6	CN(C)S(=O)(=O)c1ccc(Cl)c(C(=O)NNC(=O)Cn2ccc(C(F)(F)F)n2)c1	1	14	108	-16	-6	1	-2.2	1	0.2	2
7	COc1ccc(-n2c(SCC(=O)Nc3ccc(C)cc3)nc(O)c(Cc3ccccc3)c2=O)cc1	-4	17	98	-5	7	-3	-3.4	-2	-0.4	-1
8	COC(=O)c1ccccc1NC(=O)CCC(=O)N1CCSc2ccccc21	-1	8	107	-11	2	-1	-1.5	-2	-1.2	5
9	COc1cccc(C2(O)CCN(C(=O)Cc3cccnc3)CC2)c1	-6	4	113	-9	0	2	-1.0	-1	-0.9	nt
10	CC(NC(=O)CN1C(=O)NC2(CCCCCC2)C1=O)c1ccccc1 (centres undefined)	-4	13	93	-8	0	0	-3.4	-2	-1.0	0
11	COc1ccc(CN(C)C(=O)CCN=C2NS(=O)(=O)c3ccccc32)c(OC)c1	-2	10	116	-7	4	0	-2.3	1	-0.3	-5
12	CC1(C)OC(c2ccccc2)=C/C(=C\C=N\NC(=O)c2ccncc2)O1	0	nt	105	nt	nt	nt	nt	0	nt	1
13	Cc1ccc(CNC(=O)c2cc(S(=O)(=O)N3CCCC3)cn2C)cc1	6	-8	103	-8	6	-4	1.4	2	-0.9	-1
14	O=C(Nc1ccc(-c2n[nH]c(=S)o2)cc1)c1ccccc1	-23	13	106	-2	-1	7	-2.8	3	-0.7	8
15	CCOc1ccccc1CNC(=O)Cn1ccc2cc(S(=O)(=O)N3CCC(C)CC3)ccc21	-2	-5	96	-4	-6	4	0.9	1	-0.6	nt
16	C=CC[C@@H](CC(=O)N(CCO)Cc1ccccc1)C(=O)NCCOC(=O)[C@H](CC=C)CC(=O)OC(C)(C)C	nt	-14	106	3	2	-2	2.5	6	0.6	-3
17	CCC(C)N(C(=O)COC(=O)c1cn(CC)c2nc(C)ccc2c1=O)C1CCS(=O)(=O)C1 (centres undefined)	36	-6	97	-8	-2	2	1.2	5	2.1	-1
18	CCOc1ccc(CO[C@@H]2O[C@H](CO)[C@@H](O)[C@H](O)[C@H]2NC(C)=O)cc1OC	-8	20	nt	-11	-2	-1	-4.5	-20	3.5	0
19	CCCN1C(=O)c2ccc(C(=O)NC3=NCCS3)cc2C1=O	-18	13	112	-5	-5	1	-2.2	-1	-0.1	nt
20	O=C(CCNS(=O)(=O)c1cccs1)NCc1cccs1	-1	-4	nt	-17	5	-7	0.7	-2	-0.1	-1
21	CCOC(=O)c1[nH]c(C)c(C(=O)N2CCOCC2)c1C	4	15	108	0	-3	-3	-2.9	-3	1.2	-1
22	Cc1cccc(C(=O)NCC(=O)OC(C)C(=O)Nc2ccc(Cl)cn2)c1 (centres undefined)	27	-15	103	-4	-2	-1	2.2	7	2.5	0
23	COc1ccc(N2CCN(C(=O)CS(=O)Cc3nc(-c4ccc(OC)c(OC)c4)oc3C)CC2)cc1 (centres undefined)	-19	14	98	10	-6	0	-2.6	-2	-1.2	-3
24	O=C(Nc1ccc2c(c1)CCCN2C(=O)c1ccccc1)c1ccccc1	19	8	107	1	-1	-2	-1.6	-2	-0.5	-2
25	Cc1ccccc1N=Nc1ccc(O)c2ncccc12	26	-6	100	-3	5	-4	1.1	5	0.4	-2
26	CC(OC(=O)CNS(=O)(=O)/C=C/c1ccccc1)C(=O)Nc1ccc(S(=O)(=O)N2CCCC2)cc1 (centres undefined)	4	-3	107	4	1	3	0.6	2	0.7	nt
27	O=C(NCc1cc(C(F)(F)F)cc(C(F)(F)F)c1)C1CC(c2cccc([N+](=O)[O-])c2)=NO1 (centres undefined)	3	-20	109	-8	1	-4	3.5	1	-1.4	2
28	O=C(Nc1ncn[nH]1)c1cccc(S(=O)(=O)N2CCOCC2)c1	6	6	102	-7	0	-5	-1.2	2	-2.6	-9
29	COc1ccc(NC(=O)Nc2cccc3c2O[C@H](CN(C)C(=O)Nc2ccc4c(c2)OCO4)[C@@H](C)CN([C@H](C)CO)C3=O)cc1	3	-1	110	-5	2	-6	0.2	2	0.4	8
30	c1ccc(-c2nnc3n2N=C(c2ccc4c(c2)OCO4)CS3)nc1	1	1	100	-2	-1	-3	-0.2	nt	-1.1	-1
31	COc1ccc(/C=C/C(=O)NCCCN2CCCCCC2)cc1	3	1	106	1	-7	-3	-0.3	-2	-4.2	1
32	Cc1cc(C)n(C(=O)c2cccc(S(=O)(=O)N3CCOCC3)c2)n1	19	6	104	-3	-4	-5	-1.0	-1	0.0	1
33	Cc1ccc(NC(=O)c2sccc2C)cc1[N+](=O)[O-]	47	-5	93	-7	2	1	0.7	3	0.0	45*
34	CC(C)N(C(=O)Cn1c(SCC(=O)NCc2ccc3c(c2)OCO3)nc2ccccc21)C(C)C	-12	nt	103	0	-2	-4	nt	1	0.2	nt
35	CCN(CC)C(=O)[C@H]1C[C@H](CC(=O)NCCc2ccccn2)C(=O)N2CCc3c([nH]c4cc(-c5ccco5)ccc34)[C@]12C	10	11	104	-5	-2	+	-2.1	0	-1.1	-2
36	CCOC(=O)C(O)(NC(=O)c1cccnc1)C(F)(F)F (centres undefined)	-10	13	nt	-2	-2	2	-3.0	0	-2.5	-4
37	Cc1c2cnn(-c3ccccc3)c(=O)c2c(C)n1CCCC(=O)N1CCN(C2CCCCC2)CC1	-12	10	105	10	-10	-5	-2.0	2	1.2	-3
38	CN1C(=O)/C(=C\c2cc(Br)cs2)c2ccccc21	9	-8	103	0	0	-1	1.4	2	0.7	17
39	OC(Cc1cccnc1)c1ccccc1 (centres undefined)	8	18	nt	-2	-2	-1	-3.7	0	0.7	1
40	O=C(NCCc1ccccc1)c1cc2sccc2n1Cc1ccccc1	3	3	nt	5	-8	-5	-0.6	-1	0.2	nt
41	CCc1ccc(OCC(=O)N/N=C/c2ccc(OS(=O)(=O)c3ccc(C)cc3)c(OC)c2)cc1	9	-1	97	-15	-4	3	0.1	-3	1.6	-1
42	O=C(COc1ccccc1)N/N=C/c1ccc(O[C@@H]2O[C@H](CO)[C@@H](O)[C@H](O)[C@H]2O)cc1	-3	11	96	7	-2	-2	-2.1	-4	-0.8	0
43	Cc1ccc(S(=O)(=O)NC(C)CCc2ccccc2)cc1C(N)=O (centres undefined)	9	6	101	-4	-5	-1	-1.3	0	0.6	-2
44	CCOc1ccc2nc(NS(=O)(=O)Cc3ccccc3)sc2c1	2	15	100	1	3	1	-3.0	1	2.1	nt
45	COc1ccc(Nc2nc3c([nH]2)c(=O)[nH]c(=O)n3C)cc1	12	4	105	-4	2	-1	-0.8	1	1.3	0
46	COC(=O)c1cc2occc2n1CC(=O)Nc1ccc(OC)c(OC)c1OC	0	-2	93	-6	7	-6	0.4	2	0.2	nt
47	COc1ccc(C(=O)OCC(=O)Nc2sccc2C(N)=O)cc1[N+](=O)[O-]	-13	9	95	-5	0	1	-2.4	0	0.1	-1
48	Cc1ccccc1CNC(=O)c1ccc2nc(N3CCOCC3)sc2c1	7	-1	99	-4	-4	3	0.1	-3	-0.3	1
49	CC(C)C[C@H](N)c1nnc(S(=O)(=O)Cc2ccc(F)cc2)o1	-5	24	nt	1	-9	-23	-4.3	-1	-1.3	-6
50	Cc1ccc(S(=O)(=O)c2c(C)cc(C)nc2Cl)cc1	-5	1	101	2	-2	0	-0.2	1	-0.6	nt
51	Cc1ccc2[nH]c(CN3CCC(CO)(CC4CCCCO4)CC3)c(C)c2c1 (centres undefined)	21	3	102	4	-5	-2	-0.7	2	-0.8	2
52	c1ccc2c(c1)c1c(c3ccccc32)CN2CCCC2C1 (centres undefined)	-3	-5	nt	-9	5	3	1.1	1	-17	1
53	Cc1ccc(NC(=O)CC2SC(=NCC3CCCO3)NC2=O)cc1Cl (centres undefined)	29	2	96	-6	0	0	-0.5	-3	0.1	nt
54	NC(=O)CN1CCOCCOCCN(CC(N)=O)CCOCCOCC1	11	5	83	-2	-3	-4	-0.8	0	1.2	-6
55	CCc1c(C)sc(NC(=O)OC)c1C(=O)N1CCCCC1	3	13	101	-1	-1	0	-2.4	-3	3.5	nt
56	COc1ccc2sc(N(CCCN(C)C)C(=O)c3ccc(S(=O)(=O)N4CCCC4)cc3)nc2c1	2	6	98	1	-4	-6	-1.0	0	-0.8	1
57	O=C(O)c1ccccc1NC(=O)C1CCN(S(=O)(=O)c2cccc3nsnc23)CC1	25	12	97	-2	-5	-1	-2.2	-1	0.3	5
58	Cc1cccc(NC(=O)C2c3ccccc3Oc3ccccc32)n1	-16	7	107	-11	-5	-3	-1.0	-2	-0.1	-1
59	CC(=O)OCCC(C)C	-4	12	98	-8	10	-7	-2.5	-3	2.4	-2
60	CCCCn1c(=O)c(CCC(=O)OCC(=O)NC(=O)NCCOC)nc2ccccc21	13	5	98	-5	4	-5	-0.9	1	1.8	-2
61	N#CCCn1cc(C(=O)O)c(-c2cc3ccccc3o2)n1	32	10	117	-3	11	3	-1.8	-3	-1.6	1
62	Cc1ccc(-c2cccc(C3CC=CC4C3C(=O)N(Cc3ccccc3)C4c3cc(C)ccc3F)c2)cc1 (centres undefined)	-1	16	98	4	-6	-1	-3.0	-1	2.8	-3
